Screens (PubChem)
STAT1 blocker – reduces IFN-gamma driven STAT1 reporter signal. NIH 3T3 STAT1-luciferase reporter, luminescence. inhibition, % at 5.5 µM. 0.35% of 200,000 active. AID 920;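 active = inhibition above a set limit, the mean inhibition across all tested compounds plus 3 SD, cut at about 34% in these data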;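 also: 0% = IFN-gamma with DMSO and 100% = IFN-gamma with 300 µM nifuroxazide; values of inactives mirror those of a sister screen read the other way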
RAM inhibit – yeast RAM network inhibition; S. cerevisiae dse1pr::URA3 reporter, 5-FOA growth OD615, 2 d; analog-sensitive cbk1-as2 kinase mutant strain; inhibition, % at 50 µM; 1.8% of 190,000 active;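 active = inhibition above a set limit, 3 SD over mean compound inhibition, cut at about 8.4% in these data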;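 also: 0% = DMSO-only wells with no growth and 100% = 10 µM 1-NA-PP1 full growth; inhibition rescues growth on 5-FOA so higher OD means more RAM inhibition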
ROMK mod – modulates human ROMK potassium channel activity | Tet-inducible ROMK, thallium flux fluorescence; actives lie on both sides | P48048 | B-score at 10 µM | 2% of 130,000 active;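 active = signal ratio slope over the read window, or its plate-corrected B-score, at least 3 SD from the plate mean, either direction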;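 also: B-score of the F/F0 ratio slope over 7 to 12 s after thallium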
STAT3 activator – activators of IL-6 induced STAT3 signaling | U3A cells, IL-6 STAT3-luciferase reporter, luminescence; 100% = signal with IL-6 EC80 alone | activation (% of control), % at 5.6 µM | 0.91% of 190,000 active | AID 871;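 active = activation above the screen-wide mean of compound activation plus 3 SD, cut at about 130% in these data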;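 also: 0% = background luminescence of wells with medium and substrate only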
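Material: human U3A cells carrying STAT3-luciferase construct. Measured by: reporter luminescence signal. Timing: compound 1 h, then IL-6 6 h at 37 °C.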
STAT3 inh – reduces IL-6 driven STAT3 reporter signal; U3A cells, IL-6 STAT3-luciferase reporter, luminescence; host cell line lacks STAT1; inhibition, % at 5.5 µM; 0.89% of 190,000 active;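 active = inhibition above the mean inhibition across all screened compounds plus 3 SD, cut at about 44% in these data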;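 also: 0% = DMSO only wells and 100% = 100 µM nifuroxazide control wells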
S1P3 antag – S1P3 (human) receptor antagonism; CHO S1P3 NFAT-BLA reporter, FRET fluorescence, antagonist mode; AID 485; inhibition, % at 4.98 µM; 0.27% of 170,000 active; Q99500;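 active = inhibition above the plate cutoff, the mean inhibition of test wells on that plate plus 3 SD, cut at about 28% in these data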;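 also: cells challenged with S1P at its EC80 of 0.8 µM; blue over green emission ratio from cleaved BLA substrate after 4 h stimulation; 0% = S1P-stimulated wells and 100% = unstimulated DMSO-only wells; some compounds past the cut are filed as inactive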
PPARg SRC-2 ag – promotes SRC-2 coactivator recruitment by human PPARgamma | AID 1032 | P37231 | PPARgamma LBD-SRC-2 recruitment, biochemical | activation, % at 8 µM | 0.34% of 200,000 active; in the data active = activation above about 22%;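 also: 0% = vehicle and 100% = reference agonist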
TLR4-MyD88 BLA – blocks binding of human TLR4 to MyD88 | HeLa CL3-4 TLR4/MyD88 BLA complementation, FRET ratio | inhibition, % at 8.4 µM | 0.18% of 200,000 active; in the data active = inhibition above about 25%;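 also: 0% = vehicle and 100% = reference inhibitor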
Target sequence (O00206 whole entry, looked up): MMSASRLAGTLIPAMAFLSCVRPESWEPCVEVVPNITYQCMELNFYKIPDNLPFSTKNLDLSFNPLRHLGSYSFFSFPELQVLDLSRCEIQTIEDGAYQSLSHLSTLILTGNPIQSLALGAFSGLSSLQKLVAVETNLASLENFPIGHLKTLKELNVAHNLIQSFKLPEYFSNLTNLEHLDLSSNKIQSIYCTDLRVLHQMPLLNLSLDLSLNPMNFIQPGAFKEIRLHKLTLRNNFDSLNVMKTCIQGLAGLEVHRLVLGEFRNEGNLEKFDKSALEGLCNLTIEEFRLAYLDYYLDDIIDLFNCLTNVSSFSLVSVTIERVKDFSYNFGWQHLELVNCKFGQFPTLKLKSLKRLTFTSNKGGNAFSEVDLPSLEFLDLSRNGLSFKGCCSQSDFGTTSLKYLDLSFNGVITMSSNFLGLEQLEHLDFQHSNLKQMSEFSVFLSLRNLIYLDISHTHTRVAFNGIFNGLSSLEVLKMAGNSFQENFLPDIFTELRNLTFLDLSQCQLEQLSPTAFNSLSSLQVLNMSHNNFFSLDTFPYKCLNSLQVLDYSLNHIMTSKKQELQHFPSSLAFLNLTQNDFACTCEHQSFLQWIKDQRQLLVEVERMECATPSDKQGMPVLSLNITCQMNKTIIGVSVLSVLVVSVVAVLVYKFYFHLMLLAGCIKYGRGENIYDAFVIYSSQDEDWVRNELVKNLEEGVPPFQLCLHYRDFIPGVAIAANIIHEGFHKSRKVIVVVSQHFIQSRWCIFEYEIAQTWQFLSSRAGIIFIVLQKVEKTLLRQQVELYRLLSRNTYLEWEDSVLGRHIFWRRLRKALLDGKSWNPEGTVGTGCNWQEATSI
Target sequence (Q99836 whole entry, looked up): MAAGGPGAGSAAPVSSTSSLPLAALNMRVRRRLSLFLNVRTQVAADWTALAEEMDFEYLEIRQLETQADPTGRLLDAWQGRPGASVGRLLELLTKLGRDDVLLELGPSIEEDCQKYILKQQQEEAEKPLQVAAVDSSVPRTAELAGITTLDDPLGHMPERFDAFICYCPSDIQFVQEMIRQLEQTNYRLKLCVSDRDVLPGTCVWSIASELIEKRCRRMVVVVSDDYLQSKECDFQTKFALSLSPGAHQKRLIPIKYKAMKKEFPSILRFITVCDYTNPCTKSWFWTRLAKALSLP
SRC2 TRFRET art – counter-screen for PPARgamma SRC-2 recruitment agonists: TR-FRET artefact. stronger effect = higher value. TR-FRET ratio at 8 µM. 0.4% of 200,000 active; in the data active = TR-FRET ratio above about 2000; also: inactives centre near 1500; reference of the scale not given here
PPARg SRC-3 ag – PPARgamma-driven SRC-3 recruitment agonism; P37231; biochemical PPARgamma/SRC-3 coactivator recruitment assay; activation, % at 8 µM; 0.26% of 200,000 active; AID 731; in the data active = activation above about 23%;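 also: 0% = DMSO and 100% = reference agonist; some compounds past the cut are filed as inactive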
PPARg SRC-1 ag – agonists of human PPARgamma SRC-1 coactivator recruitment; PPARgamma-SRC-1 coactivator recruitment biochemical assay; activation, % at 8 µM; 0.41% of 200,000 active; AID 631; in the data active = activation above about 19%;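 also: 0% = DMSO and 100% = reference agonist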
* marks the source's active call; other numbers are inactive results; · = no result given. Random draw from the library; any-hit rate near 5.6%.

cpd	Structure	PPARg SRC-2 ag	STAT1 blocker	STAT3 activator	PPARg SRC-3 ag	ROMK mod	RAM inhibit	SRC2 TRFRET art	TLR4-MyD88 BLA	S1P3 antag	PPARg SRC-1 ag	STAT3 inh
1	CC1CCC2(CC1)NC(=O)N(CC(=O)Nc1ccc3c(c1)OCCO3)C2=O (configuration not stated)	-12.2	-21.3	117.9	0.3	-1.16	-0.4	1796	7.2	-5.0	-5.2	-12.4
2	Cc1ccc(N2CCN(S(=O)(=O)N(C)C)CC2)cc1C	2.9	-3.1	95.5	4.6	-0.431	0.3	1500	2.0	0.9	6.2	6.7
3	CCOc1ccc(-c2c(=O)n(OCc3ccc([N+](=O)[O-])cc3)c3ccccc3[n+]2[O-])cc1	3.9	2.0	99.2	0.5	·	2.2	1614	-1.2	-18.9	6.2	-0.5
4	Cc1cc(C)cc(OCC(=O)N2CCCCCC2)c1	1.8	7.7	93.7	18.1	0.466	0.7	1619	-6.0	-3.6	1.7	11.7
5	Cc1ccc(C(=O)N2CCN(c3cc4c(cc3[N+](=O)[O-])n(C)c(=O)n4C)CC2)cc1	-0.9	8.0	82.9	9.3	-0.458	1.3	1412	10.4	·	1.8	27.3
6	Cc1ccc(-c2nnc(Cc3ccc(Cl)cc3)o2)cc1	-11.9	-14.9	107.8	-5.2	·	-0.7	1529	3.5	·	-7.8	-4.7
7	O=C(Cc1ccccc1[N+](=O)[O-])Nc1ccccc1C(=O)N1CCOCC1	-3.5	4.8	105.4	1.1	-0.559	-0.1	1608	-14.4	-6.6	3.8	-0.2
8	COc1ccc(-c2cc(C(=O)NCC(C)C)no2)cc1	0.7	-35.7	93.6	3.1	0.715	2.2	1455	3.3	·	2.1	6.3
9	CC(C)C(c1nnnn1CC1CCCO1)N1CCN(Cc2ccc3c(c2)OCO3)CC1 (configuration not stated)	-1.7	-6.7	104.8	0.7	-1.43	1.5	1262	-2.1	-44.8	-12.5	-1.5
10	Cc1csc(N(C(=O)Cc2ccccc2F)c2ccccc2)n1	2.3	2.2	93.5	0.8	·	2.3	1492	7.0	-8.7	-2.5	10.0
11	Cc1cccc(N(CC(O)CON=C2c3ccccc3-c3ccccc32)S(C)(=O)=O)c1 (configuration not stated)	1.2	-1.8	112.8	-10.7	·	9.8*	1422	7.2	·	-5.6	-14.0
12	COc1ccc(OCc2n[nH]c(=S)o2)cc1	-2.1	-6.8	101.8	-3.1	0.466	0.6	1421	-0.2	·	-5.5	2.4
13	COC(=O)CSc1nnc(C2COc3ccccc3O2)n1-c1ccccc1 (configuration not stated)	1.5	18.6	102.6	9.9	·	0.6	1528	9.0	2.0	1.1	-3.3
14	O=C(C[n+]1cn(C(F)F)c2ccccc21)c1ccc(OC(F)F)cc1	4.3	-30.1	97.4	-0.1	·	2.6	1465	-4.7	10.2	-1.6	3.0
15	COc1cc(C2C(C(C)=O)=C(O)C(=O)N2c2ccc(C)cc2)ccc1O (configuration not stated)	3.5	-5.4	104.3	-2.8	·	0.8	1669	-10.3	·	1.4	-1.0
16	CCOC(=O)c1c(C)nc2c(C#N)cnn2c1C	3.8	4.8	102.5	11.3	0.227	2.7	1710	25.4*	-12.0	2.3	0.0
17	CCN1C(=O)CC(NCc2ccc3c(c2)OCO3)C1=O (configuration not stated)	-4.5	-0.5	100.1	6.6	1.58	1.8	1428	-3.0	·	-2.7	5.6
18	CCCCC(=O)OCC(=O)Nc1ccc(C)c(F)c1	-4.3	-4.7	106.6	-1.3	-0.864	0.6	1397	-5.0	0.0	-6.2	-4.0
19	Cc1cc(C)nc(N2CCC(CNC(=O)CCc3ccccc3)CC2)n1	0.3	1.3	96.6	-5.6	0.0322	1.8	1480	-5.6	-15.0	1.8	7.0
20	C[N+]1(CCOS(=O)C23CC4CC(CC(C4)C2)C3)CCOCC1 (configuration not stated)	7.4	-4.2	98.6	6.9	0.0798	0.7	1636	15.8	8.9	4.7	5.7
21	O=C(CSc1cn(CCNC(=O)c2cccs2)c2ccccc12)NC1CCCC1	2.7	10.4	95.8	4.7	·	3.3	1566	8.5	·	0.5	10.0
22	CC(=O)c1cccc(NC(=O)C(Sc2ncnc3ccccc23)c2ccccc2)c1 (configuration not stated)	7.9	1.4	117.2	4.3	·	4.2	1506	-10.9	12.4	4.2	-22.2
23	CC(=O)c1ccc(Nc2cnn(C34CC5CC(CC(CC(=O)O)(C5)C3)C4)c(=O)c2Cl)cc1	-0.3	-1.8	102.1	-1.6	0.67	-0.5	1547	-2.9	-2.3	5.2	-1.0
24	CN(C)/C=C/C(=O)c1ccc(S(=O)(=O)c2ccccc2)cc1	4.9	3.9	97.3	7.7	-0.315	5.8	1734	6.0	9.1	-2.0	7.8
25	Cc1ccc(C)c(S(=O)(=O)N2CCC(c3nc4c(nnn4Cc4ccc(F)cc4)c(=O)[nH]3)CC2)c1	-0.9	0.4	114.4	-0.9	·	5.8	1524	-3.3	-13.3	11.6	-12.8
26	COc1ccc(-c2ccc(=O)[nH]n2)cc1	10.6	-5.4	98.2	4.5	-0.0404	1.9	1608	-4.3	·	7.3	4.1
27	CCOc1ccccc1C(=O)Nc1ccccc1O	5.1	-1.3	96.2	0.9	-0.0797	-0.3	1496	-11.1	-7.2	6.2	8.2
28	CC(Cc1ccccc1)NC(=O)C1(c2ccccc2)CCOCC1 (configuration not stated)	-4.5	-6.6	98.4	-7.8	0.0501	-0.3	1216	8.5	·	-6.8	-1.1
29	O=C1CCC(c2ccccc2)=NN1	2.0	-4.3	102.9	2.4	0.137	1.9	1414	-16.3	-20.1	2.0	-1.6
30	COc1cc(-c2nc(CN(C)C(C)c3ccncn3)c(C)o2)ccc1F (configuration not stated)	2.9	-2.5	103.6	7.0	·	2.3	1413	-17.9	7.4	0.5	1.0
31	CC/C(=N\NC(C)=O)c1ccc(OC(F)F)cc1	-2.0	-1.2	97.9	2.6	0.611	0.6	1412	2.6	-13.4	4.8	10.1
32	Cc1cccc(-c2nc(C#N)c(N3CCCCCC3)o2)c1	-2.4	-15.5	101.4	-2.6	·	2.4	1505	1.8	34.6	-2.8	2.6
33	Cc1ccc(S(=O)(=O)N2CCC(O)(c3cccnc3)CC2)cc1	5.2	1.0	99.6	2.6	-0.256	0.3	1666	-3.7	·	0.4	0.7
34	CN(CC1CCOCC1)C(=O)CC1C(=O)NCCN1Cc1cccc(Oc2ccccc2)c1 (configuration not stated)	2.3	0.1	90.7	-5.7	-1.33	0.0	1412	-5.3	-23.0	12.2	14.9
35	COc1cccc(CNC(=O)CCc2nnc(C3CCCCC3)o2)c1	3.0	-8.5	98.7	-4.6	1.75	-1.1	1553	1.6	-3.2	13.3	5.8
36	CCCNS(=O)(=O)c1ccc(CCC(=O)N2CCN(c3ccc(OC)cc3)CC2)cc1	4.3	-4.2	91.8	8.5	·	2.5	1484	-4.4	·	5.1	11.5
37	CC(C)(C)C1CCc2onc(C(=O)Nc3cnn(Cc4ccc(F)cc4)c3)c2C1 (configuration not stated)	-1.7	-9.9	87.0	0.8	0.175	5.7	1689	13.3	17.4	1.2	18.3
38	O=C(/C=C/c1ccc(-c2ccccc2[N+](=O)[O-])o1)c1ccc(F)cc1	5.3	-9.5	105.2	3.0	-0.515	7.8	1565	-0.5	·	3.1	1.4
39	CC(=O)Nc1ccc(NS(=O)(=O)c2cn(C)c(=O)n(C)c2=O)cc1	14.4	3.3	105.5	13.9	·	2.2	1833	2.0	-10.1	2.6	2.6
40	O=C(Nc1ncnc2c1CCC2)C12CC3CC(CC(C3)C1)C2	4.3	5.5	98.8	13.0	0.03	0.3	1573	2.8	0.4	2.4	8.8
41	COc1ccc(/C=C2\S/C(=N/S(=O)(=O)c3cccs3)NC2=O)cc1	-2.4	-1.3	95.5	2.5	-2.13	5.8	1341	-9.6	-12.9	-4.1	6.6
42	COc1ccc(N2CC(NC(=O)NC(C)(C)C)CC2=O)cc1 (configuration not stated)	2.5	2.5	102.6	-5.9	·	3.4	1451	-1.7	-2.1	6.4	-8.4
43	Cc1ccccc1OCC(=O)Nc1ccc2c(c1)C(=O)c1ccccc1C2=O	0.8	-4.7	93.7	7.6	0.0134	2.5	1607	-1.4	-1.2	-1.8	7.7
44	COC(=O)CSC(=S)N1C(C)CCCC1C (configuration not stated)	3.8	1.6	106.2	-2.6	-0.024	1.4	1429	-6.3	-7.2	-0.6	-1.8
45	NC(=O)CSc1nnc(C2CC2)n1Cc1ccccc1	1.1	1.8	96.8	7.8	·	0.0	1751	-9.6	-26.9	7.4	13.4
46	Cc1cc(C)n2c(SCc3ccc(C#N)cc3)nnc2n1	3.4	2.8	81.2	7.3	·	7.5	1633	5.5	11.2	10.1	25.5
47	CCc1ccc(/C=N/NC(=O)c2cc(C3CC3)nc3ccccc23)s1	1.4	3.3	104.8	-1.0	3.19*	2.3	1508	-4.9	·	-2.1	-7.5
48	CCCCN(CC)C(=S)Nc1ccc2nc3n(c(=O)c2c1)CCCCC3	1.9	10.1	104.2	-0.8	·	0.8	1515	-9.5	12.5	-2.8	-5.0
